GRK2 aptamer HTS: human GRK2 inhibition via aptamer displacement; P25098; bead flow cytometry, FAM-aptamer displacement from GRK2; inhibition of aptamer binding, % at 10 µM; hit rate 0.59% among 330,000;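 active = inhibition of aptamer binding above 40%, roughly 3 SD of noise, on plates passing a quality check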;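 also: median bead fluorescence of bound FAM aptamer so fluorescent compounds give negative values; no value below 0 was filed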
VLA-4 inh: inhibition in a human VLA-4 binding assay. P13612. inhibition, % (about 7 µM as worked out from the volumes in the protocol). VLA-4 expressing cells, ligand binding flow cytometry. AID 2557. hit rate 0.2% among 330,000; in the data active = inhibition above about 50%
MCL1-BIM inh: MCL1-BIM-BH3 interaction inhibition (human) | Q07820 | AID 2057 | hit rate 0.68% among 320,000 | GST-MCL1 / FITC-Bim-BH3 fluorescence polarization | inhibition, % at 10.9 µM;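 active = inhibition above the mean inhibition of all tested compounds plus 3 SD, set per campaign, cut at about 40% in these data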;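 also: 0% = DMSO wells and 100% = unlabeled Bim-BH3 peptide control; higher means more loss of mP so more displacement of Bim peptide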
Target sequence (Q07820 whole entry, looked up): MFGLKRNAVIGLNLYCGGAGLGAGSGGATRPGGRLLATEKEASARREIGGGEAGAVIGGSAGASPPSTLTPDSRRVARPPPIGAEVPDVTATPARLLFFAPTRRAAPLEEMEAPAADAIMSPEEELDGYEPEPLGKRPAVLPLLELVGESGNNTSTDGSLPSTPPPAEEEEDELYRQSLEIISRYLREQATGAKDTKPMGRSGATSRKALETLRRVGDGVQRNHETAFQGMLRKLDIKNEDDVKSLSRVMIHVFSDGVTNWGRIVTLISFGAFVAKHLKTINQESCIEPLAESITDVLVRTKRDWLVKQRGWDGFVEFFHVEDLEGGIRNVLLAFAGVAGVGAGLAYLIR
CIT2 TOR yeast: yeast TOR pathway CIT2-GFP modulation | AID 2029 | S. cerevisiae CIT2-GFP strain, flow cytometry, 3 h; 100 means same as DMSO wells | GFP response vs DMSO, % at 10 µM | hit rate 0.065% among 320,000;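 active = GFP response relative to DMSO above a set limit, near the screen mean plus 3 SD, cut at about 150% in these data; inconclusive = Fewer than 70 cells measured for a yeast strain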;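 also: ratio of well median GFP fluorescence to mean of DMSO wells on the plate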
GLD-1 TGE inh: GLD-1-TGE RNA interaction inhibition (C. elegans); hit rate 0.44% among 320,000; inhibition, % at 5.96 µM; Q17339; AID 2280; purified GLD-1 + fluorescein TGE RNA, fluorescence polarization;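 active = percent inhibition above a per-plate cutoff, the plate mean of test compounds plus 3 SD, cut at about 30% in these data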;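 also: 0% = DMSO wells with GLD-1 and probe and 100% = wells lacking GLD-1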
Fam108B inh: Fam108B inhibition, counter-screen for RBBP9 inhibitors. AID 1947. inhibition, % at 9.51 µM. hit rate 0.33% among 300,000. recombinant Fam108B, FP-Rh probe fluorescence polarization;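 active = inhibition above the screen mean inhibition plus 3 SD, computed separately per campaign, cut at about 18% in these data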;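 also: inhibitors lower polarization as less probe binds the enzyme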
MEX-5 binding: C. elegans MEX-5 TCR-2 RNA binding activity. Q9XUB2. MEX-5/FITC-TCR2 RNA binding, fluorescence polarization; stronger effect = lower value. activity score (negative = inhibition of binding), % at 10 µM. hit rate 0.38% among 300,000;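 active = inhibition past about -25% in most replicates, and total fluorescence under double the plate's negative control median, limit read from the data; inconclusive = replicates evenly split on the limit, or fluorescence at least double controls; inactive = too little inhibition in most replicates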;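 also: 0% = DMSO and -100% = 5 µM competing unlabeled TCR2 RNA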
Target sequence (Q9XUB2 whole entry, looked up): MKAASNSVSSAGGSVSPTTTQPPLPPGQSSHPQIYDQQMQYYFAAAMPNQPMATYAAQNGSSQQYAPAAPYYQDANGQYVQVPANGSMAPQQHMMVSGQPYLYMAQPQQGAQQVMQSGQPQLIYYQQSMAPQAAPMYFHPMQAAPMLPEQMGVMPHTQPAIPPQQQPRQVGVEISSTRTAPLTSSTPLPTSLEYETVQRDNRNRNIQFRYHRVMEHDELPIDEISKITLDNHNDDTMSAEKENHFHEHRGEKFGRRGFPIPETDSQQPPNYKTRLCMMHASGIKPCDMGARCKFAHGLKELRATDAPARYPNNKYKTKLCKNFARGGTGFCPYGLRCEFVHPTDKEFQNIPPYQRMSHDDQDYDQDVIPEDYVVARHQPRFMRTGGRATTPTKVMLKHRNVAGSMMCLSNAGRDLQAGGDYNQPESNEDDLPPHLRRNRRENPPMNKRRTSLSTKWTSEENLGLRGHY
AGP1 TOR yeast: alters AGP1-GFP fluorescence in TOR pathway yeast screen; hit rate 0.02% among 320,000; S. cerevisiae AGP1-GFP multiplex flow cytometry, 3 h; GFP as percent of DMSO wells; GFP response vs DMSO, % at 10 µM;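 active = GFP response relative to DMSO above a set limit, near screen average plus 3 SD, cut at about 150% in these data; inconclusive = fewer than 70 cells counted for the yeast strain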;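 also: median GFP channel fluorescence of the gated AGP1 strain per well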
BCLXL inh: Bcl-xL (human) inhibition; inhibition, % at 10.9 µM; GST-Bcl-xL / FITC-Bim BH3 peptide fluorescence polarization; hit rate 0.7% among 320,000; Q07817;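 active = inhibition above the mean of all tested compounds plus 3 SD, cutoff set per campaign, cut at about 30% in these data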;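 also: 0% = DMSO wells and 100% = unlabeled Bim-BH3 peptide competitor; inhibitors lower millipolarization by displacing the labeled peptide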
Target sequence (Q07817 whole entry, looked up): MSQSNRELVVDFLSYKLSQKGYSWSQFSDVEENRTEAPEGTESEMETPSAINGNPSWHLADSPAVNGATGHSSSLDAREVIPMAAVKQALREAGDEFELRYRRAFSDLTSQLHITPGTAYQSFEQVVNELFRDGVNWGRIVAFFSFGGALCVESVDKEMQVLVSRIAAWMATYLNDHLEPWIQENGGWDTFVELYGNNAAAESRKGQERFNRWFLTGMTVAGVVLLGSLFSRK
Starred values were filed as active, the others as inactive; ? = inconclusive; . = not tested or not shown; [ ] = dose if it differs, or a comment.

Molecule	GRK2 aptamer HTS	VLA-4 inh	MCL1-BIM inh	CIT2 TOR yeast	GLD-1 TGE inh	Fam108B inh	MEX-5 binding	AGP1 TOR yeast	BCLXL inh
COc1ccc(S(=O)(=O)N2CCCCC2)cc1NC(=O)CCCOc1ccccc1	2.0	-16.6	0.6	103.8	0.5	.	.	103.4	-2.9
COc1ccc(CCNC(=O)COC(=O)/C=C/c2ccc3c(c2)OCO3)cc1OC	5.0	21.1	.	98.0	5.4	.	.	100.6	.
CC(C)(Oc1ccc(Cl)cc1)C(=O)NCC(c1cccs1)N1CCOCC1 (centres undefined)	4.0	2.7	-6.4	94.7	10.8	-3.9	2.1	95.6	2.8
COc1ccc(-n2c(SCC3OCCO3)nc3c(sc(=S)n3-c3ccccc3)c2=O)cc1OC	1.0	5.7	9.1	90.7	2.5	9.3	0.0	100.2	5.4
CCOC(=O)Cc1nn(Cc2ccccc2)c(=O)c2ccccc12	0.0	43.7	-2.5	85.6	-7.4	1.6	2.6	83.1	-0.2
Cc1cccc(C(=O)NNC(=O)c2ccc(NS(=O)(=O)c3cccs3)cc2)c1C	5.0	17.5	-2.4	100.4	2.9	.	.	99.9	0.6
O=C(CCCNS(=O)(=O)c1cccc2nsnc12)NC1CCCCC1	0.0	-4.6	0.7	112.3	5.5	4.0	1.7	112.2	11.7
COc1c(C(=O)N2CCCC2)ccc2ccccc12	8.0	7.8	5.8	96.5	-1.7	-1.4	0.0	92.8	-0.9
O=C(Nc1cccc(O)c1)c1ccc([N+](=O)[O-])cc1Cl	3.0	-4.7	11.0	96.1	9.8	4.1	2.1	93.2	6.6
O=C(Nc1nnc(-c2ccccc2SCc2ccccc2F)s1)Nc1ccccc1F	0.0	6.3	5.9	93.9	-5.4	-0.9	-0.9	98.0	2.6
CCOC(=O)C1(O)CSc2nc3sc(C(=O)O)c(C)c3c(=O)n21 (centres undefined)	0.0	1.2	2.5	?	3.8	-1.5	-0.2	89.5[may fluoresce violet]	6.6
Cc1ccc(N2CCN(/N=C/c3cccs3)CC2)cc1	0.0	3.1	6.2	119.3	2.8	1.9	0.5	110.5	3.7
CC(C)[C@H](NC(=O)c1ccccc1)C(=O)N1CCc2ccccc21	1.0	9.9	11.5	103.5	11.4	-0.7	-0.7	99.7	7.7
Cc1nc(-c2cccs2)ccc1C(=O)O	0.0	10.9	8.6	96.5	-5.1	9.6	-0.3	101.1	6.7
CN(Cc1cccc(Cl)c1Cl)C(=O)c1cc(S(=O)(=O)N2CCOCC2)ccc1F	1.0	-0.2	.	98.0	1.9	.	.	101.6	.
Cc1cc2c(C)cc(=O)[nH]c2cc1NC(=O)CCl	4.0	-7.5	14.2	100.3	5.8	0.8	-6.3	108.8	19.0
CCc1cc(C(=O)OC)c(NC(=O)c2cc(Br)cs2)s1	0.0	8.7	4.5	100.5	2.6	-2.7	0.8	95.8	5.6
CCc1nc(SCC(=O)Nc2cccc3ccccc23)[nH]c(=O)c1C	4.0	8.0	6.9	89.6	2.6	-0.8	0.0	97.8	6.6
CC(O)CN(Cc1ccc(Cl)cc1)CC(C)O (centres undefined)	2.0	3.3	3.8	97.5	4.5	0.0	0.6	96.0	3.5
O=C1c2cccc3cccc(c23)C(=O)N1CC1CCN(CC(O)COCc2ccc3c(c2)OCO3)CC1 (centres undefined)	0.0	9.6	5.1	95.1	-1.3	-3.4	-2.4	93.5	5.7
O=C(COC(=O)c1ccc(Cl)nc1)NNC(=O)c1ccc(Cl)cc1	0.0	1.1	4.9	95.8	-4.3	1.6	-2.0	92.6	5.9
Cc1cc(C)c2ccc(NN)nc2c1O	0.0	-0.6	4.6	.	2.1	9.8	0.9	109.2	0.5
Cc1cccc(C(=O)NNC(=O)c2ccc(NC(=O)C(C)(C)C)cc2)c1	4.0	-1.0	6.8	99.0	4.5	6.7	0.8	100.8	2.9
O=C(CN(C(=O)c1csnn1)c1ccc(F)c(Cl)c1)NCc1ccc(F)cc1	1.0	-1.2	18.1	95.9	3.2	6.8	-4.5	94.3	9.1
O=C1N(Cc2ccc3c(c2)OCO3)c2ccccc2C1(O)c1c[nH]c2ccccc12 (centres undefined)	0.0	7.8	5.6	103.6	3.2	-3.6	0.7	108.7	3.1
COc1ccc(NC(C)=O)cc1S(=O)(=O)Nc1ccc(OCc2ccccc2)cc1	0.0	-0.1	3.7	93.2	-2.8	-0.4	-1.9	87.0	-1.9
CN(c1ccccc1)S(=O)(=O)c1ccc(C(=O)OCC(=O)N2CCOCC2)cc1	2.0	5.5	-7.0	106.2	-1.4	3.8	3.0	103.1	-4.4
O=C(NCc1ccc2c(c1)OCO2)c1ccc(CS(=O)(=O)c2ccc(Br)cc2)o1	0.0	-6.0	1.2	95.5	0.1	-1.7	1.0	100.5	-0.2
Cc1sc2ncnc(OCC(=O)NC(C)C(C)C)c2c1C (centres undefined)	2.0	7.5	-10.2	98.5	-3.9	1.2	0.8	98.7	-2.4
O=C(N/N=C/c1ccccc1O)C1(O)c2ccccc2-c2ccccc21	3.0	-11.4	0.0	101.3	3.9	-1.1	-2.1	104.8	2.7
Cc1cc(C)c(S(=O)(=O)c2ccccc2Cl)c(Cl)n1	1.0	10.2	-15.6	103.7	-16.4	-6.5	0.4	105.8	-17.2
CCOc1ccc(C(C)NC(=O)Nc2ccc(F)cc2F)cc1 (centres undefined)	16.0	9.4	-4.6	109.8	7.1	2.4	1.7	104.6	0.3
Clc1ccccc1OCCCn1ccnc1	0.0	15.7	-4.2	104.8	6.8	2.7	0.6	105.3	0.7
COc1ccc(NC(=O)CSc2nnc(C3CCCCC3)n2N)c(OC)c1	1.0	22.3	0.1	108.1	0.0	3.1	1.1	107.2	2.8
CCc1ccccc1NC(=O)C1CCN(C(=O)N2CCOc3ccccc32)CC1	0.0	-2.5	4.2	110.3	1.4	-1.0	0.3	107.2	8.7
CC1C(=O)N2CCCc3cc(S(=O)(=O)N4CCN(c5ccc(F)cc5)CC4)cc1c32 (centres undefined)	2.0	7.7	5.0	109.0	0.2	0.6	3.4	97.7	3.6
CCCS(=O)(=O)N1CCCC(C(=O)NC(C)c2ccc3c(c2)OCCO3)C1 (centres undefined)	0.0	13.5	-3.8	100.3	-0.4	1.1	0.5	97.0	-1.4
Cc1ccc(NC(=O)c2sc3ccccc3c2Cl)nc1	4.0	11.6	-3.9	93.0	-5.3	-5.1	1.8	90.7	3.7
O=S(=O)(NC1CCCCCCC1)c1ccc(F)cc1	0.0	-3.0	0.8	104.6	2.7	1.9	-2.2	116.4	3.4
CC(C)OCc1ccc(C(=O)N2CCN(S(=O)(=O)c3ccc(Br)s3)CC2)cc1	0.0	5.9	-20.5	101.1	0.1	.	.	102.9	-11.3
COc1ccc(C)cc1NC(=O)C1CCCN(S(=O)(=O)c2cccnc2)C1 (centres undefined)	1.0	26.3	-8.3	104.4	6.6	-6.3	0.6	103.8	0.8
CC(Oc1ccccc1)C(=O)NNC(=O)c1cccs1 (centres undefined)	1.0	3.5	0.8	100.8	0.1	0.0	0.6	98.8	4.0
O=C(CSc1nnc(-c2ccc3c(c2)OCO3)o1)Nc1ncc(Cl)cc1Cl	5.0	-1.5	5.9	102.3	-6.0	2.2	1.2	99.2	6.2
CC(CNC(=O)CCn1c(=O)c2cccn2c2ccc(F)cc21)c1ccccc1 (centres undefined)	0.0	-8.4	0.1	104.7	1.7	-4.6	-0.3	99.3	6.1
O=C(COC(=O)CCCOc1ccc(Cl)cc1Cl)NCc1ccc(F)cc1	4.0	2.3	-0.9	99.7	-1.4	6.2	-0.3	102.2	8.7
COCCNC(=O)CCCn1c(=O)c2cc(OC)c(OC)cc2n(CC(=O)Nc2ccccc2OC)c1=O	0.0	-0.6	3.9	111.5	0.5	-2.5	1.3	97.5	-5.6
O=S(=O)(Nc1ccc(Cl)c(Cl)c1)N1CCOCC1	0.0	-2.4	0.9	106.0	4.9	-0.1	-1.9	96.7	-0.8
O=C(N/N=C/c1ccccc1C(=O)O)C(=O)N1CCCCC1	4.0	1.6	9.0	99.1	0.9	-1.6	2.2	100.7	2.2
Cc1ccc(SCc2nn(C)c(Cl)c2C=O)cc1	2.0	-3.0	6.9	83.1	-5.9	0.8	0.2	94.6	0.8
NC(=O)c1ccsc1NC(=O)COC(=O)CSc1ccc(Cl)cc1	1.0	-2.8	-3.0	88.7	-2.2	-3.3	0.9	93.7	2.9
Cc1ccc(NS(=O)(=O)c2cc3c(cc2C)NC(=O)CO3)cc1	3.0	-52.4	3.2	96.0	2.2	-4.0	1.2	103.1	4.2
COc1ccc(CN(CC(=O)NCc2ccc(F)cc2)C(=O)c2ccco2)cc1	0.0	9.4	5.4	100.8	4.2	1.1	2.0	99.3	6.2
CCOc1ccccc1Nc1ncccc1C(=O)O	2.0	23.7	2.0	94.7	1.8	-0.2	1.1	99.9	3.9
O=C(CSc1nc(-c2ccccc2Cl)ns1)Nc1ccc2c(c1)OCO2	3.0	38.4	12.2	91.2	2.9	-2.3	0.2	91.4	5.4
CC(O)c1ccc2c(c1)OCCOCCN(C)CCOCCO2 (centres undefined)	0.0	-4.8	0.9	107.4	9.3	-0.3	-0.3	103.4	0.5
CCOC(=O)n1n[n+]([O-])c2ccccc21	5.0	-5.8	-5.9	90.7	5.6	1.1	-1.5	103.0	-2.6
NC(=O)c1cc(-c2ccccc2)nc2ccc(Br)cc12	0.0	-4.9	10.1	99.0	3.7	-5.6	-0.3	96.0	5.5
O=C(COC(=O)Cn1cnc2ccccc2c1=O)NCc1ccccc1Cl	1.0	0.0	2.8	86.7	-10.4	-10.7	-0.3	90.8	2.0
Cc1cccc(C)c1NC(=S)N(Cc1ccccc1)Cc1cccs1	1.0	10.4	11.1	106.9	8.3	1.4	-2.4	102.1	9.1
O=C(CSc1cccc[n+]1[O-])Nc1ccccc1Oc1ccccc1	0.0	-6.2	-8.9	88.7	-4.0	-0.2	0.5	105.0	8.4

Next section
Molecule	GRK2 aptamer HTS	VLA-4 inh	MCL1-BIM inh	CIT2 TOR yeast	GLD-1 TGE inh	Fam108B inh	MEX-5 binding	AGP1 TOR yeast	BCLXL inh
COc1ccc2nc3sc(C(=O)N4CCN(C)CC4)cc3cc2c1	0.0	-11.7	1.3	103.1	3.8	0.5	-2.3	93.8	0.8
CCc1ccc(CN(C)C(=O)c2cc(COc3c(F)cccc3F)on2)cc1	2.0	13.6	4.7	83.8	-4.7	-0.4	0.2	91.7	8.0
CCN(C[C@H]1N[C@@](CC)(C(=O)OC)[C@H]2C(=O)N(C)C(=O)[C@@H]12)S(=O)(=O)c1ccc(OC(F)(F)F)cc1	0.0	-23.7	.	96.4	7.9	.	.	94.6	.
CC1CCN(S(=O)(=O)c2ccc3c(c2)N(CC(=O)NCc2cccnc2)C(=O)CS3)CC1	0.0	0.4	-2.5	101.0	7.9	-2.1	0.3	97.7	5.3
CC1CC(C)CN(C(=O)Cn2c(=O)c3cccn3c3cccnc32)C1 (centres undefined)	0.0	11.1	7.0	94.5	-1.9	4.5	1.1	98.3	4.7

Assay outcomes: PubChem BioAssay, several laboratories

Not a hit list; overall some 2.2% were active at least once.
